# IDE cell inh: cellular human IDE inhibition; P14735; inhibition, % at 5.59 µM; hit rate 0.41% among 320,000; HEK cells, FAbetaB cleavage, fluorescence polarization; AID 434962;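 active = percent inhibition above the average of all tested compounds plus 3 SD, set per screening campaign, cut at about 16% in these data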;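 note: IDE supplied by intact live HEK cells; FP after avidin binding of uncleaved biotin substrate so inhibition keeps polarization high; 0% = DMSO wells and 100% = 60 µM reference IDE inhibitor Ii1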
# SUMO HTRF inh: blocks human SUMOylation mediated by UBC9; P63279; HTRF SUMOylation assay, SAE1/SAE2 + UBC9, in vitro; inhibition, % at 35 µM; hit rate 0.36% among 290,000; AID 2006; in the data active = inhibition above about 50%, passing the limit was not always enough; note: strong numbers were not always called active
# Target sequence (P63279 whole entry, looked up): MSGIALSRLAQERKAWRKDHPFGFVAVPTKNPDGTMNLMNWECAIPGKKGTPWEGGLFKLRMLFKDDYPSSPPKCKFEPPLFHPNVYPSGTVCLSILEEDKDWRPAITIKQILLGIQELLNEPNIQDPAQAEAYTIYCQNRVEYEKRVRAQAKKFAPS
# PfM18AAP inh: PfM18AAP enzyme inhibition. recombinant PfM18AAP, H-Glu-NHMec fluorogenic cleavage. inhibition, % at 7.35 µM. hit rate 1.2% among 290,000;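 active = inhibition above the campaign mean inhibition over all tested compounds plus 3 SD, cut at about 28% in these data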;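 note: 0% = plate median of test compound wells and 100% = 2 mM ZnCl2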
# IMP-1 inh: blocks Pseudomonas aeruginosa IMP-1 metallo-beta-lactamase; hit rate 0.45% among 290,000; inhibition, % at 5.6 µM; purified IMP-1, nitrocefin hydrolysis, epi-absorbance fluorescence;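 active = inhibition above the mean plus 3 SD of all compounds in the same screening run, cut at about 4.5% in these data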;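 note: 0% = IMP-1 with DMSO and 100% = DMSO wells lacking enzyme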
#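 System: purified IMP-1 / Input: IMP-1 dispensed at 0.2 nM / Medium: 50 mM HEPES pH 7.1, 50 µM ZnSO4, 0.05% Brij 35 / Timing: 15 min enzyme–compound preincubation, then 25 min nitrocefin reaction, 25 °C / Technique: plate fluorescence quenching by hydrolysis product, ex 480/em 530 nm / Repeats: singlicate testing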
# DNA FID counter: displaces DNA intercalator in HCV helicase counter-screen; hit rate 0.17% among 290,000; DNA fluorescent intercalator displacement, fluorescence; inhibition, % at 7.9 µM; in the data active = inhibition above about 37%;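 note: 0% = vehicle and 100% = reference compound; higher means more ethidium bromide displaced from hairpin DNA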
# pCIP destab: p/CIP protein destabilization; Q05BA5; F442A p/CIP-EGFP cells, EGFP fluorescence, 16 h; decrease of EGFP signal, % at 10 µM; hit rate 0.01% among 290,000;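 active = EGFP signal decrease of at least 30% at 10 µM or well 3 SD below plate mean, unless failing retest; inactive = the rest, including hits failing retest or dose response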; note: some compounds called inactive have numbers as strong as hits; many of its hits are not listed in these tables
# VIM-2 inh: blocks Pseudomonas aeruginosa VIM-2 metallo-beta-lactamase. purified VIM-2, nitrocefin hydrolysis, epi-absorbance fluorescence. inhibition, % at 5.6 µM. hit rate 0.89% among 290,000. AID 1527;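 active = inhibition above the mean of all tested compounds plus 3 SD, cutoff set per screening run, cut at about 7.5% in these data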;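 note: red hydrolysis product quenches plate fluorescence so inhibitors raise well fluorescence; 0% = enzyme with DMSO and 100% = DMSO without enzyme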
# IDE cell activ: boosts human insulin-degrading enzyme activity in HEK cells; FAbeta-B cleavage, fluorescence polarization; 0% vehicle, 100% cell-free pure enzyme wells; hit rate 0.073% among 340,000; P14735; activation, % at 5.96 µM;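 active = activation above the mean of all tested compounds plus 3 SD, set per screening campaign, cut at about 17% in these data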
# HCV NS3 hel inh: blocks Hepatitis C virus NS3 helicase unwinding; NS3 helicase DNA unwinding, Cy5 molecular beacon fluorescence; inhibition, % at 10.9 µM; hit rate 0.56% among 290,000; AID 1800;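 active = inhibition above the mean of all tested compounds plus 3 SD, set per campaign, cut at about 35% in these data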;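 note: 0% = DMSO wells and 100% = thioflavine S control wells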
#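 assay system = NS3 helicase fragment of HCV | buffer or medium = MOPS pH 6.5, MgCl2, DTT, Tween20, BSA | timing = 60 min unwinding reaction at 25 °C after ATP addition | signal = Cy5 beacon fluorescence read at start and 1 h | read-out basis = % inhibition of unwinding | control set = low DMSO, high thioflavine S at 110 µM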
# * marks the source's active call; other numbers are inactive results; nt = not tested or not shown.
item	canonical_smiles	IDE cell inh	SUMO HTRF inh	PfM18AAP inh	IMP-1 inh	DNA FID counter	pCIP destab	VIM-2 inh	IDE cell activ	HCV NS3 hel inh
1	Cc1ccc(NC(=O)COC(=O)c2ccc3c(c2)OCO3)cc1S(=O)(=O)N1CCCCC1	10	-26	4	-3.3	-15	-8	-4.0	1	-20
2	O=C(O)Cc1ccc(NC(=O)C(c2ccccc2)c2ccccc2)cc1	5	18	0	-3.2	-18	-10	-1.8	-5	1
3	O=C(NC1(C(F)(F)F)NC(=O)N(c2ccccc2F)C1=O)c1ccncc1 (stereo unspecified)	-2	9	-4	-2.6	1	-15	-3.7	-6	-14
4	Cc1c(CN(C)Cc2cn(C)nc2-c2ccccc2F)[nH]c2ccccc12	-2	5	-8	-0.6	18	10	-0.9	3	-36
5	COc1ccc(-c2n[nH]c(C)c2-c2cc(OC)ccc2O)cc1	5	8	-9	-3.1	-13	-14	-5.5	-3	2
6	O=C1c2ccccc2C(=O)N1CCc1nn[nH]n1	1	5	3	-5.7	8	1	-0.9	-5	0
7	COc1ccc(NCC(=O)n2c(C)c(C)c3ccccc32)cc1	-5	-2	-2	-1.3	8	-2	-0.1	2	-8
8	CCN(CC)S(=O)(=O)c1ccc(-c2nnc(SCC(C)=O)o2)cc1	1	-1	-5	-1.0	-5	2	-3.6	3	4
9	CNC(=S)N1N=C(c2ccc(Br)cc2)CC1c1ccc(Br)cc1 (stereo unspecified)	4	-12	-5	-5.0	-7	4	-5.1	4	-9
10	CCN(CC)C(=S)SC1CCCCN(C(=O)c2ccccc2)C1=O (stereo unspecified)	1	-8	0	-2.4	-28	-20	-0.6	5	3
11	Cc1nc(C(F)(F)F)ccc1C(=O)NN1CCOCC1	4	6	3	-1.9	-7	-10	-2.9	-4	13
12	CCC(C)NC(=O)COC(=O)c1ccccc1OCC(=O)Nc1ccc(Br)cc1 (stereo unspecified)	-5	0	-1	-4.4	0	-1	-4.0	2	4
13	COc1cc(/C=C(/C#N)C(=O)NC(C)c2ccccc2)cc(OC)c1O (stereo unspecified)	75*	-4	25	-4.7	-21	-32	-1.6	-53	-8
14	Cc1c(CCC(=O)N2CCC[C@H]2C(=O)O)c(=O)oc2c(C)c3oc4c(c3cc12)CCCC4	1	34	-4	-3.1	-18	-2	6.5	2	-2
15	CCOc1ccc(C(=O)CSc2nnc3ccccn23)cc1	0	4	1	-1.8	-6	-7	-1.4	-3	3
16	Cc1ccc(C(CC(=O)O)Nc2nc(N3CCCCC3)nc(N3CCCCC3)n2)cc1 (stereo unspecified)	-1	12	-3	-3.1	-56	-13	-3.2	6	47*
17	Cc1ccc(-n2cnc(N)c2C(=O)c2cccc([N+](=O)[O-])c2)cc1	7	13	-1	-2.2	-10	2	-0.7	8	8
18	CC1CN(C(=O)c2ccc(CNS(=O)(=O)c3cccc(Cl)c3)cc2)CC(C)O1 (stereo unspecified)	nt	-2	-3	0.1	-24	-2	0.5	-6	0
19	O=C(COc1ccccc1-c1ccccc1)NN=C1CCCC1	-3	-12	3	-2.3	-13	10	-2.6	-1	6
20	CCSc1ncc(Cl)c(C(=O)N(Cc2ccc(N(C)C)cc2)C2CCS(=O)(=O)C2)n1 (stereo unspecified)	nt	-11	0	-1.6	-34	3	-1.1	0	-22
21	O=C(c1cc(-c2cccc(O)c2)on1)N1CCOCC1	5	-9	0	-1.9	0	0	-1.3	1	1
22	Cc1cc(-c2nn3c(C)nnc3s2)ccc1NC(=O)C(C)(C)C	2	nt	-13	-2.3	-7	nt	-2.8	1	9
23	COc1cc(C)c(NC(=S)NCCCN2CCOCC2)cc1OC	-6	15	5	-1.4	4	0	-0.5	-1	9
24	O=C(CCc1ccccc1)NC(=S)Nc1cccc(C(=O)O)c1	7	-4	0	-4.3	-13	-13	-3.7	-1	5
25	CC1Oc2ccccc2C=C1/C=N/Nc1ccc(C(=O)O)cc1 (stereo unspecified)	3	34	-2	-3.5	-24	-22	-0.8	1	22
26	NS(=O)(=O)c1ccc(Sc2ccc3c(c2)CCC3)nc1	6	3	3	-0.9	16	9	-0.8	1	-7
27	CN(C)c1ccnc2sc3c(NCC(O)CO)ncnc3c12 (stereo unspecified)	4	18	-1	-1.0	-8	-8	8.3*	0	8
28	O=C(O)c1cccnc1SC1CC(=O)N(c2cccc(C(F)(F)F)c2)C1=O (stereo unspecified)	0	-7	9	-4.2	-6	6	-2.5	-1	10
29	COc1ccc(-c2csc(NC(=O)c3ccc(OCC(=O)N4CCOCC4)c(OC)c3)n2)cc1OC	-2	-16	-11	-1.6	-39	0	1.5	-3	4
30	CC(C)C[C@H](NC(=O)NC1CCCc2ccccc21)C(=O)O (stereo partly specified)	-4	5	-2	-2.0	-6	-20	-0.8	7	-3
31	Cc1cc(O)ccc1NC(=O)CCN1C(=O)c2ccc([N+](=O)[O-])cc2C1=O	2	21	7	-0.9	-1	-19	2.2	7	-5
32	O=C(NN1C(=O)/C(=C/c2cccs2)SC1=S)c1ccncc1	8	18	3	-1.2	-6	-10	-1.1	-2	23
33	Cc1ccc(CN2CCSCC2)c(C)c1	4	-1	3	-3.2	0	0	-3.9	9	-3
34	COc1ccc([N+](=O)[O-])cc1NC(=O)C(C)N1CCN(C(=O)c2ccco2)CC1 (stereo unspecified)	1	16	5	-1.8	1	-10	-3.2	-3	-4
35	CC(C)c1ccc(CNc2cc(N3CCCC3)ccc2[N+](=O)[O-])cc1	-7	7	-1	-1.9	5	-10	-0.1	4	9
36	O=C1/C(=C\c2ccncc2)SC(=S)N1C1CCCCC1	5	-3	-7	-2.2	-3	11	-1.9	-1	1
37	CCC(=O)Nc1cccc(Oc2nc(C)cc(C)c2C#N)c1	1	1	-9	-1.8	-8	0	-2.9	8	0
38	CCOc1ccc(-n2c(SCC(=O)Nc3cc(C)on3)nc3c([nH]c4ccccc43)c2=O)cc1	0	9	4	-4.3	-5	-12	0.6	5	3
39	C=COCCNC(=O)C(=O)NC(C)C	6	24	-1	-2.6	4	4	-2.3	-6	-1
40	O=C(NC1CCc2ccccc21)c1cc(COc2ccc(F)cc2F)on1 (stereo unspecified)	-1	-11	-7	-0.2	-5	6	3.2	4	-1
41	COc1ccc(N2CC(C)Cn3c2nc2c3c(=O)[nH]c(=O)n2C)cc1 (stereo unspecified)	6	-2	-8	-1.3	-4	4	-1.1	0	4
42	O=C(COc1ccc(C(=S)N2CCOCC2)cc1)N1CCCC1	4	4	-12	-0.2	-12	-7	2.4	0	18
43	Cn1c(Cn2c(=O)sc3ccccc32)nnc1SCC(=O)Nc1ccccc1	0	-38	-7	-1.8	-7	7	-3.1	8	4
44	CC(C)C1Cc2c(sc3c2c(=O)n(Cc2ccccc2)c2nncn32)CO1 (stereo unspecified)	6	8	-7	-2.2	-10	-34	-2.0	0	-4
45	CCCn1c(N)c(C(=S)NC(=O)C2CC2)c(=O)n(C)c1=O	nt	-6	-2	-6.4	2	14	-5.7	0	1
46	O=C(Nc1ccc(N2CCN(Cc3ccccc3F)CC2)cc1)c1ccccc1[N+](=O)[O-]	4	-4	9	-3.1	11	-15	-4.4	0	-10
47	CC(=O)N1c2c(cc(Br)cc2S(=O)(=O)NCc2cccnc2)CC1C (stereo unspecified)	2	-3	-6	-3.3	-6	-11	-2.1	7	4
48	Brc1cnc(N2CCOCC2)nc1N1CCCCC1	0	-12	-8	-4.0	-5	-5	-2.6	0	5
49	O=C(CSc1nnc(-c2ccncc2)n1CCc1ccccc1)NCc1ccccc1	0	12	4	-4.1	-23	-4	-1.6	-3	4
50	CCn1c(=O)cc(OCC(=O)Nc2cccnc2)c2ccccc21	5	-6	-5	-5.2	-20	-12	-3.2	0	3
51	O=C(O)c1nc(NCCc2ccccc2)ncc1Cl	-3	4	0	-2.4	5	-1	0.0	3	-3
52	CC(C)c1ccc(C2CC(=O)N3CN(Cc4ccco4)CSC3=C2C#N)cc1 (stereo unspecified)	1	19	10	-0.5	-36	-16	-0.2	-6	24
53	CSc1cccc(NC(=O)Nc2ccccc2C(N)=O)c1	4	20	4	-0.5	3	-2	-0.4	5	-4
54	CCC(c1nnnn1CCc1ccccc1)N(Cc1ccco1)Cc1cc2cc(C)cc(C)c2[nH]c1=O (stereo unspecified)	8	19	17	-4.2	-21	2	0.5	0	-23
55	COc1ccc(-c2nnc(SCC(=O)N3CCCC(C)C3)o2)c(OC)c1 (stereo unspecified)	0	-29	6	-2.9	-31	-3	-8.9	3	6
56	O=C(c1ccccc1)c1cc2c(cc1[N+](=O)[O-])OCCO2	-6	6	-9	-0.9	6	6	-1.3	1	-4

# More compounds follow:
item	canonical_smiles	IDE cell inh	SUMO HTRF inh	PfM18AAP inh	IMP-1 inh	DNA FID counter	pCIP destab	VIM-2 inh	IDE cell activ	HCV NS3 hel inh
57	COc1cccc(COc2ccc3ccc(=O)oc3c2)c1	0	6	0	-2.7	-16	-11	-1.7	1	5
58	CC(c1ccccc1)N1C(=O)C2C3CCC(C3)C2C1=O (stereo unspecified)	0	13	0	-2.8	1	1	-0.9	5	-1
59	COc1cc2c(cc1OC)C(c1ccc(-c3ccc(Cl)cc3Cl)o1)=NCC2	6	-24	-3	-0.1	9	-8	3.4	-3	-69
60	CC(C)NC(=O)Cn1c(=O)n(CC(=O)N2CCCCC2)c(=O)c2sccc21	0	-7	2	-2.3	-4	0	-0.6	0	0
61	CCOC(=O)C1CCN(S(=O)(=O)c2ccc3c(c2)CC(=O)N3C)CC1	1	10	-3	-1.3	-13	-1	1.5	5	4
62	N#C/C(=C\c1ccc(Br)s1)C(=O)N1CCN(c2ccccc2)CC1	-5	1	-1	-3.8	-1	0	-1.3	0	1
63	O=C(NC(CC(=O)N1CCCC(C(F)(F)F)C1)c1ccccc1)c1ccccc1Cl (stereo unspecified)	2	-4	-2	-3.3	-38	-12	-1.2	2	-7
64	O=c1[nH]nc(-c2ccc(OCc3ccc(Cl)cc3Cl)cc2)o1	1	29	4	-3.7	-5	-14	-1.3	2	13
65	Cc1ccc(CSCC(=O)Nc2ccc(F)cc2)cc1	4	-15	-4	0.3	-6	4	-0.3	-1	4
66	CCCN(C(=O)c1ccc2c(SCC(=O)O)c3c(nc2c1)CCC3)c1cccc(C)c1	4	-2	8	-2.8	-26	6	-2.8	3	29
67	O=C1Nc2ccccc2/C1=N\N1CCOCC1	10	8	-8	-0.9	-3	-1	-0.5	-2	-9
68	CCn1c(SCc2ccccc2Cl)nc2nc3c(cc2c1=O)CCCC3	nt	-9	-4	-0.7	0	-19	0.0	-5	-1
69	Cc1ccc(-n2nc3c(c2NC(=O)c2cccs2)CS(=O)(=O)C3)c(C)c1	-6	12	1	0.4	-11	-13	0.3	5	4
70	O=C(NCC1CCCO1)c1cccnc1NCc1ccc(F)cc1 (stereo unspecified)	6	18	-9	-2.2	-9	-4	-2.8	4	0

# Screens deposited in PubChem by several laboratories.

# Not a hit list; 3.6% or so of the library scored in one or more.
